NCOA3 inh = inhibitors of human steroid receptor coactivator 3 (SRC3). 360,000 compounds, 0.17% hits. HEK293 GAL4-SRC3 luciferase reporter, luminescence. Q9Y6Q9. inhibition, % at 3.6 µM;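 active = inhibition above a per-campaign cutoff, the mean of all compounds plus 3 SD, cut at about 60% in these data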;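 also: 0% = DMSO-treated cells and 100% = gossypol-treated cells at 36 µM; higher means less SRC3-driven luciferase light from the GAL4 reporter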
EBV LMP1 NFkB = Epstein-Barr LMP1 NF-kappaB reporter inhibition. inhibition, % at 12.5 µM. LMP1-induced NF-kappaB luciferase reporter cells, luminescence. 350,000 compounds, 0.69% hits. AID 504558; in the data active = inhibition above about 41%;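 also: 0% = neutral control wells and 100% = reference inhibitor control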
NCOA1 inh = human NCOA1 inhibition | AID 588354 | Q15788 | inhibition, % at 3.6 µM | HEK293 GAL4-SRC1 luciferase reporter, luminescence | 360,000 compounds, 0.12% hits;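 active = inhibition above the campaign mean plus 3 SD, with each screening campaign given its own cutoff, cut at about 60% in these data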;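 also: 0% = DMSO treated cells and 100% = gossypol at 36 µM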
TLR9-MyD88 inh = blocks human TLR9 binding to MyD88 | Q9NR96+Q99836 | CHO BLA complementation TLR9-MyD88, CCF4 FRET ratio | inhibition, % at 4.98 µM | 340,000 compounds, 0.21% hits;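 active = inhibition above the mean over all tested compounds plus 3 SD, cut at about 21% in these data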;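 also: 0% = DMSO only wells and 100% = clavulanate BLA inhibitor control wells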
COUP-TFII inh = blocks human COUP-TFII nuclear receptor; P24468; HEK293T NGFI-A luciferase reporter, luminescence; inhibition, % at 8.6 µM; 370,000 compounds, 0.7% hits; AID 686940;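 active = inhibition above a per-plate cutoff, mean inhibition of test wells between control levels plus 3 SD, cut at about 38% in these data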;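 also: cells cotransfected with COUP-TFII expression vector driving the NGFI-A reporter; 0% = median of COUP-TF2 test wells and 100% = reporter-only cells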
Target sequence (P24468 whole entry, looked up): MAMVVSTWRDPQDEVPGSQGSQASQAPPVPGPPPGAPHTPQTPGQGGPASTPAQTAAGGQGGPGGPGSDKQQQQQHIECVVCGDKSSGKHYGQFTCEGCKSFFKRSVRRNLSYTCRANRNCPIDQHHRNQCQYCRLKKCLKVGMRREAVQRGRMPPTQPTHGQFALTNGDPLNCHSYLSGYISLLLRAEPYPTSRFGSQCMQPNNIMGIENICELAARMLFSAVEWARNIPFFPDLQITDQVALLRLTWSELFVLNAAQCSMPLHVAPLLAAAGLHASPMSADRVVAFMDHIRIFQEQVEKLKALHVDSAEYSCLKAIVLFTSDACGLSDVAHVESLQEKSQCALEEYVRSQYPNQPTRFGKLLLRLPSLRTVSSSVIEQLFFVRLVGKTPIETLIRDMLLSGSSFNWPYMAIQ
TROY signal inh = blocks TROY-dependent signaling in reporter cells | Q293 LMP1-TROYcd NF-kB luciferase reporter, 4 h | inhibition, % at 10 µM | 360,000 compounds, 0.98% hits | AID 1347056;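 active = compounds whose plate-normalised and pattern-corrected inhibition of the luciferase reporter signal at the single screening dose is 50% or more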
C8 TRAIL sens = caspase-8 TRAIL sensitization; NB7+C8 cells + TRAIL, ATPlite viability luminescence; inhibition (viability loss, TRAIL sensitization), % at 10 µM; 360,000 compounds, 1% hits;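 active = compounds causing at least 50% loss of cell viability in the single-dose screen, relative to plate controls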
TWEAK Fn14 block = blocks TWEAK-Fn14 interaction in a reporter cell assay; TWEAK-stimulated Fn14 reporter cells, luciferase luminescence, 8 h; inhibition, % at 10 µM; 360,000 compounds, 2% hits; in the data active = inhibition above about 50%
LRH-1 inv ag = suppresses constitutive activity of human LRH-1 | HEK293T StAR-luciferase reporter, LRH-1 transfected, 24 h | inhibition, % at 3.6 µM | 360,000 compounds, 0.13% hits | AID 602396;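 active = inhibition above the mean inhibition of all tested compounds plus 3 SD, cut at about 73% in these data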;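 also: 0% = DMSO wells and 100% = reporter-only cells lacking LRH-1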
Target sequence (O00482 whole entry, looked up): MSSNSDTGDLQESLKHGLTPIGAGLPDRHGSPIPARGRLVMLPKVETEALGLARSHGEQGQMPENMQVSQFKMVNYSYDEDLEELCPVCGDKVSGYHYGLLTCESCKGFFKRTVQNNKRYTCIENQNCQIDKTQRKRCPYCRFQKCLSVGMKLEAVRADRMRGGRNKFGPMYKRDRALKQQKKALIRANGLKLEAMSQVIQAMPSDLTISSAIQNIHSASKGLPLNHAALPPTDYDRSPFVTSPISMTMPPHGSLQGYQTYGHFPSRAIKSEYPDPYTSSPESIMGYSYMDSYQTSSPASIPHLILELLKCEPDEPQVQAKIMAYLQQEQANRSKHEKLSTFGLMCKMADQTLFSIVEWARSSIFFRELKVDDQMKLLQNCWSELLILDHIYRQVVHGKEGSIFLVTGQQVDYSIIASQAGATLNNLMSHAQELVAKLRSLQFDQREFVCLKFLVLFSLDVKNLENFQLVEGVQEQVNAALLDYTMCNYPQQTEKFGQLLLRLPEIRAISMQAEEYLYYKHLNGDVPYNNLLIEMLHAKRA
NCOA2 inhibitor = human SRC2 (NCOA2) inhibition | HEK293 GAL4-SRC2 luciferase reporter, luminescence | 370,000 compounds, 0.17% hits | AID 651957 | inhibition, % at 9 µM | Q15596;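 active = inhibition above the mean inhibition of all tested compounds plus 3 SD, set per campaign, cut at about 52% in these data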;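 also: 0% = DMSO treated cells and 100% = cells given Gossypol at 36 µM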
NOD2 RIPK2 PPI = blocks binding of human NOD2 to RIPK2; O43353; CHO BLA complementation NOD2-RIPK2, CCF4 ratio; inhibition, % at 4.98 µM; 360,000 compounds, 0.38% hits; AID 624267; in the data active = inhibition above about 21%;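 also: 0% = vehicle only and 100% = reference blocker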
* hit, by the source's call; · = no result given. Only part of the results is shown; rates above refer to the full screens.

SMILES	NCOA3 inh	EBV LMP1 NFkB	NCOA1 inh	TLR9-MyD88 inh	COUP-TFII inh	TROY signal inh	C8 TRAIL sens	TWEAK Fn14 block	LRH-1 inv ag	NCOA2 inhibitor	NOD2 RIPK2 PPI
COc1ccc(CCNC(=O)CCC(=O)N2CC(C)Oc3ccccc32)cc1OC (stereo unspecified)	9	-4	-16	-5	3	12	4	-3	-8	-10	-6
O=C(OCC(=O)c1ccc(Cl)cc1Cl)c1cnccn1	-7	-4	-1	-7	12	18	-5	26	23	-11	1
O=C(O)c1ccc(CSc2ncnc3c2cnn3Cc2ccccc2)cc1	8	5	-7	-3	3	9	-18	-10	-5	-19	-10
Cc1ccc(-c2csc(N(CCCN(C)C)C(=O)c3ccco3)n2)cc1	14	0	-22	-2	-7	4	-3	-6	-17	5	-2
COC(=O)c1[nH]c2ccc(Cl)cc2c1NC(=O)C1CC1	16	-7	-23	10	6	-9	3	17	9	-5	-3
COc1ccc(C(=O)N/C(=C/c2cccs2)C(=O)NN)cc1OC	18	2	-41	-7	14	-9	0	-11	17	3	-5
COCCNC(=O)C(=O)N/N=C(\C)CC(=O)Nc1cccc(C(F)(F)F)c1	7	-4	16	-1	-2	-18	-16	16	-5	2	-7
O=[N+]([O-])c1cccc(S(=O)(=O)N2CCCCCC2)c1	8	0	-8	-2	7	18	-9	-8	8	10	-3
CCc1nnc(SCCSc2nnc(CC)n2N)n1N	-11	-1	-5	-8	-2	8	-2	-9	-12	-7	-8
COc1cc(OC)cc(-c2cc3nc(C)c(CCC(=O)NCc4ccccc4)c(C)n3n2)c1	30	29	15	-12	58*	46	-4	66*	35	77*	7
CN(C)c1ccc(C2NC(=O)c3ccccc3N2)cc1 (stereo unspecified)	-96	3	-97	5	-40	41	65*	62*	-114	-58	3
CC(=O)N1CCCc2cc(S(=O)(=O)Nc3ccccc3C)ccc21	-5	-6	-5	-1	-2	4	-11	7	19	-8	-9
CN(Cc1nc2ccccc2c(=O)[nH]1)C(=O)c1cc(-c2ccc(Br)cc2)nc2ccccc12	-23	-1	-5	-2	0	11	14	11	-5	10	-13
CCOc1ccc(C(F)(F)F)cc1NC(=O)c1ccc(OC)c([N+](=O)[O-])c1	-2	3	-11	-6	4	-15	3	-37	9	-17	-11
COc1ccc(/C(C)=N\Nc2nc(-c3ccc(Cl)cc3)cc(C(F)(F)F)n2)cc1OC	21	11	-3	2	-4	20	5	14	-8	-20	5
CCOc1ccc(S(=O)(=O)NCc2ccccc2OC)cc1	-3	-2	23	-1	12	14	-6	8	-4	-9	-17
CCOc1ccc(CN2CCNC(=O)C2CC(=O)NCCCn2ccnc2)cc1 (stereo unspecified)	5	1	-3	-4	6	8	-6	-7	5	3	-10
CCCCN(C=O)c1c(CC)nc2ccc(C(=O)N(CC)CCN(C)C)cn12	10	·	-45	·	5	2	-4	-6	-5	-5	4
CC1=C(CC(=O)O)c2cc(F)ccc2/C1=C\c1ccc(S(C)=O)cc1 (stereo unspecified)	3	-4	-12	11	-2	-13	11	-3	12	-10	-15
CCN(CC(=O)Nc1cccc(OC)c1)C(=O)c1cccc(S(=O)(=O)N2CCc3ccccc32)c1	-6	2	-14	-25	11	-1	-11	15	0	-10	0
COc1ccc(-n2cnnc2SCC(=O)N(C)C2CCS(=O)(=O)C2)cc1 (stereo unspecified)	12	-1	-2	2	11	-19	-1	28	3	3	-5
COc1cccc2sc(=NC(=O)CCS(=O)(=O)c3ccc(C)cc3)n(C)c12	-4	7	-1	-4	-7	-12	-4	-22	-2	5	-4
CN(c1ccccc1C(=O)NCC1CCCO1)S(C)(=O)=O (stereo unspecified)	-6	-11	-11	-9	-27	-5	-4	-3	2	14	1
O=C(Nc1ccc(OC(F)(F)F)cc1)c1cccc(-n2cnnn2)c1	10	2	-6	3	-1	-7	-5	-15	-3	-18	3
CCOC(=O)c1c(CSC(=N)N)n(C)c2cc(Br)c(OC(C)=O)cc12	7	-46	-6	7	12	19	0	-6	-1	-4	6
CCOc1cc2[nH]c(=O)n(CCc3ccc(OC)c(OC)c3)c(=O)c2cc1OCC	-2	-5	-13	-5	19	1	10	9	6	-30	-1
NC(=O)C12C(=O)NC(=O)C1(C(=O)O)C21CCCC1 (stereo unspecified)	-4	3	-2	0	-16	1	-18	10	8	1	-10
ClCC1CN(Cc2ccccc2Cl)CCO1 (stereo unspecified)	12	6	-13	6	-9	-12	2	10	-7	4	-9
COc1ccc(Nc2ncnc3scc(-c4ccc(OC)cc4)c23)cc1	21	20	9	-9	-17	39	4	40	33	-2	-8
COC(=O)c1ccc(C(=O)OC)c(NC(=O)CN(c2ccccc2)S(=O)(=O)N(C)C)c1	21	-5	4	0	-9	-4	4	27	11	19	-3
O=C(c1cccc(Cl)c1)c1nn(-c2ccccc2)c(=O)cc1C(F)(F)F	10	-35	-2	-7	21	-15	16	43	21	-15	0
O=C(NCCSc1ccccc1)c1cccnc1	-55	-15	-61	2	-30	-44	-17	-14	-31	-28	-16
N#CCCSC(=S)C1CCCC1=N (stereo unspecified)	-2	3	1	-15	0	-6	2	1	-4	-12	11
COc1ccc(N2CCN(C(=O)CCC(=O)N3CC(C)Oc4ccc(C)cc43)CC2)cc1 (stereo unspecified)	13	-3	4	0	-5	6	-8	-6	22	0	-3
COC(=O)c1cn(NC(=O)CC2CCCCC2)c(=O)c2ccccc12	6	2	7	-5	-17	-7	5	-7	-3	-20	4
Brc1ccc2ncc3ccccc3c2c1	34	8	20	-4	15	24	0	46	-1	21	-10
COc1ccc(Cl)cc1N(C(C)C(=O)O)S(C)(=O)=O (stereo unspecified)	0	-3	-10	-6	1	-15	-7	1	5	-17	1
NC(=O)CSc1nnc(-c2cnccn2)n1Cc1ccco1	2	·	-2	·	18	-2	-18	-9	11	-7	-10
O=C(CSc1nc(Nc2ccccc2)nc(N2CCOCC2)n1)Nc1ccc([N+](=O)[O-])cc1	-2	-7	3	7	-5	27	-18	21	25	-9	-2
COc1ccc(CCNC(=O)CCn2c(SCC#N)nc3ccccc3c2=O)cc1OC	-8	0	7	4	10	-23	7	-18	1	-13	-2

Whole records, looked up by structure.
COC(=O)c1[nH]c2ccc(Cl)cc2c1NC(=O)C1CC1 is entered as NCOA3 inh: 16; EBV LMP1 NFkB: -7; NCOA1 inh: -23; TLR9-MyD88 inh: 10; COUP-TFII inh: 6; TROY signal inh: -9; C8 TRAIL sens: 3; TWEAK Fn14 block: 17; LRH-1 inv ag: 9; NCOA2 inhibitor: -5; NOD2 RIPK2 PPI: -3
CCN(CC(=O)Nc1cccc(OC)c1)C(=O)c1cccc(S(=O)(=O)N2CCc3ccccc32)c1 is entered as NCOA3 inh: -6; EBV LMP1 NFkB: 2; NCOA1 inh: -14; TLR9-MyD88 inh: -25; COUP-TFII inh: 11; TROY signal inh: -1; C8 TRAIL sens: -11; TWEAK Fn14 block: 15; LRH-1 inv ag: 0; NCOA2 inhibitor: -10; NOD2 RIPK2 PPI: 0

Following part
SMILES	NCOA3 inh	EBV LMP1 NFkB	NCOA1 inh	TLR9-MyD88 inh	COUP-TFII inh	TROY signal inh	C8 TRAIL sens	TWEAK Fn14 block	LRH-1 inv ag	NCOA2 inhibitor	NOD2 RIPK2 PPI
NC1=NC[C@H](Cc2ccc(O)cc2)N1CC1CCCCC1	-4	0	-4	4	10	-5	-3	-4	5	-38	4
COc1ccc(-c2nc(CSCC(=O)N3CCc4ccccc43)c(C)o2)cc1OC	-13	3	-2	2	5	-4	-2	0	8	5	-1
CC1(C(=O)NCc2ccccc2)CCC(=O)N1CCCn1ccnc1 (stereo unspecified)	6	·	-3	·	2	13	-2	-1	-7	-10	-11
Brc1ccc2c(c1)C(c1ccc(N3CCOCC3)cc1)=NNC(c1cccs1)=N2	-5	-5	-39	5	-14	-40	-13	-10	-29	-17	-2
COc1ccc(CNC(=O)C(C)N=C2NS(=O)(=O)c3ccccc32)cc1OC (stereo unspecified)	-2	-11	8	1	-1	-8	9	5	-5	10	6
Cc1ccc(NS(=O)(=O)c2cccc3cccnc23)cc1Cl	-9	-28	-17	-4	14	7	-44	30	1	-11	-8
Cc1ccc(OS(=O)(=O)c2c(C)nn(C)c2Cl)c(C)c1	20	8	-3	-8	11	-3	21	-12	-15	11	-4
CC(=O)c1ccc(N2CCN(C(=O)c3cc(-c4ccncc4)nc4ccc(Br)cc34)CC2)cc1	10	0	-23	-9	5	2	0	-1	7	-24	9
Oc1ccc(/C=N/N2CCN(Cc3ccccc3)CC2)cc1	-1	-5	12	5	-5	-9	-7	12	17	-11	-2
Cc1ccc(C)c(NC(=O)COC(=O)CCCN=C2NS(=O)(=O)c3ccccc32)c1	-14	5	-4	-2	12	7	-3	-8	-5	11	-6
COc1cc(OC)cc(C(=O)NNC(=S)NC2CC2)c1	-9	-11	-1	-4	4	-13	5	-5	-2	3	1
Cc1ccc(C(C)C)c(OCCN)c1	18	-4	-3	-4	-3	4	-7	3	3	-19	9
N#CC(NC(=O)OCc1ccccc1)c1ccccc1 (stereo unspecified)	1	-11	-21	4	-9	-36	1	-2	-2	-3	-5
O=C(Cn1cc(/C=N/NC(=O)c2cccc(C(F)(F)F)c2)c2ccccc21)Nc1ccc(F)cc1	-12	2	-19	-14	8	27	-3	42	0	2	-12
Cc1ccc(NC(=O)CN(C)C(=O)c2ccccc2Sc2ccccc2C#N)cc1	-3	9	-4	1	16	7	9	5	-5	-6	-4
CCOC(=O)c1ccc(NC(=O)CCNS(=O)(=O)c2ccc3c(c2)oc(=O)n3C)cc1	-1	-2	-5	11	-5	26	-13	10	2	6	-8
CCN(CC)CCNc1nc2cc(OC)c(OC)cc2c2nc(-c3ccccc3)nn12	27	-56	37	-2	-7	-33	-5	-5	0	-120	4
CN1CCN(c2ccc(CNS(=O)(=O)c3ccc(F)cc3Cl)cc2)CC1	24	-9	28	8	1	7	-7	2	26	8	6
COc1ccc(N=C2C(=O)Nc3ccc(C)c(Br)c32)cc1	-12	-7	-9	-2	-5	-7	-8	-13	-1	-22	6
CCC(C)N=C1Sc2nc3ccc(C)cc3cc2CN1CCOC (stereo unspecified)	5	0	5	7	-14	-24	0	13	6	-25	5
COc1cccc(NC(=O)CN(C)C(=O)c2oc3c(ccc4ccccc43)c2C)c1	9	-8	-10	0	1	13	-4	-10	26	14	-6
O=C(Nc1cccc2ccccc12)NC(Cc1ccccc1)C(=O)O (stereo unspecified)	0	6	5	6	7	18	-9	-26	1	-4	-8
CCS(=O)(=O)N1CCC(c2nc(-c3ccc(C)cc3)no2)CC1	-58	-17	-51	10	-26	-44	-8	-4	-54	-29	-15
COC(=O)C1=C(C)N(Cc2cccnc2)C(=O)C1	3	1	7	-5	-1	-8	0	-1	5	-4	-6
Cc1cc(C(=O)OCC(=O)Nc2cc(S(=O)(=O)N3CCOCC3)ccc2Cl)c(C)o1	16	-3	-1	7	25	6	-1	-7	16	3	1
COc1cccc(CNC(=O)C(Cc2ccccc2)n2cccc2)c1 (stereo unspecified)	8	-4	-5	10	-5	-2	10	15	2	-26	0
Cc1nc(N)c(C#N)c(-c2ccc3c(c2)OCO3)c1C	4	3	23	-3	3	24	-6	26	-14	18	-4
N#CC(C#N)=C1C(=O)N(CCN2CCCCC2)c2ccccc21	14	8	-32	0	8	-20	35	20	-26	18	5
O=C(CSc1ncnc2c(-c3ccc(Cl)cc3)nsc12)c1ccccc1	-13	-5	-34	2	-12	57*	10	40	-1	-10	-7

Bioassay records deposited in PubChem BioAssay by several laboratories.
